Salmonella PhoP GFP – inhibitors of PhoP regulon expression, primary screen, Salmonella Typhimurium, GFP reporter (AID 1863) | S. Typhimurium PhoP-regulated promoter GFP reporter, 4 h; higher % means a stronger effect | inhibition, % at 50 µM; hits with a dose series show IC50 in µM | 300,000 compounds, 0.16% hits;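 active = inhibition over 29.93%, a cutoff 3 SD above the screen mean, later confirmed by dose response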;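 also: 0% = low Mg2+ inducing control and 100% = high Mg2+ repressing control; strong numbers were not always called active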
Hep lipid drop – modulators of hepatic lipid droplet formation | 240,000 compounds, 0.4% hits | inhibition, % at 6.5 µM | AID 1656 | AML12 mouse hepatocytes, oleate lipid droplets, BODIPY imaging;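 active = lipid droplet intensity inhibited by at least 50%, with more than 500 cells counted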
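Assay system: AML12 mouse liver cells | Compound dosing: One dose, 6.5 µM compound | Read-out basis: Droplet intensity reduction, % inhibition | Measured by: Fluorescence imaging, 20x objective, two fields per well | Schedule: Overnight treatment with compound plus oleate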
T cell modulator – modulates CD8 T cell binding to vesicles | AID 2052 | calls only at 7 µM | 330,000 compounds, 0.068% hits | 2C CD8+ T cell-vesicle binding, flow cytometry; stronger effect = lower value;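 active = response, share of CD8 T cells binding vesicles, and their 90th percentile fluorescence all below set limits, cut at about 80% in these data, passing the limit was not always enough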
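incubation = binding step 1.5 h, 37 °C, antibody labelling 20 min, ice | test system = 2C mouse CD8+ T cells | read-out basis = percent CD8+ FL2 mean versus row control | controls = Peptide-free naked vesicles (low) and QL9 vesicles with 0.7% DMSO vehicle (high) | detection = flow cytometry of vesicle-bound cells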
Hep lipid drop cells 6.5 µM – also measured in Hep lipid drop; calls as there; cell count; measured here: cell count, cytotoxicity flag;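 cells counted across two imaged fields per well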
T cell modulator vesicle-bound % – second read-out of T cell modulator, no call of its own (marks repeat the call); double positive events, %; measured here: CD8+ vesicle-bound cell fraction;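 binding gate set so that unloaded-vesicle control wells show 10% double positive cells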
The depositor's hits bear a star; i = inactive. An excerpt; the hit share may differ from the screen's.

cpd	Structure	Salmonella PhoP GFP	Hep lipid drop	Hep lipid drop cells 6.5 µM	T cell modulator	T cell modulator vesicle-bound %
1	Cc1nc(NC(=O)CSc2nc(N)cc(N)n2)sc1C	-5%	9	790	i	43
2	CCc1ccc(NC(=O)C2C3CCC(O3)C2C(=O)O)cc1 (stereo not drawn)	-7%	-4	833	i	23
3	CN1CCN(Cc2c(C(=O)N/N=C/c3cccc(Br)c3)nnn2-c2nonc2N)CC1	1%	40	741	i	14
4	CCC(C)NC(=O)Cn1cnc2sc(C)c(S(=O)(=O)N3CCCCC3)c2c1=O (stereo not drawn)	6%	1	816	i	46
5	COc1ccccc1CNCc1cc(=O)oc2c(C)c(C)ccc12	-6%	-12	826	i	24
6	Cc1ccc(S(=O)(=O)N2CCN(C)CC2)cc1C(=O)NC1CCCCC1	0%	5	842	i	38
7	CCOc1ccc(NC(=O)CN2CCN(CC(=O)Nc3ccc(OC)cc3OC)CC2)cc1	6%	-5	823	i	62
8	CCOC(=O)N1CCN(S(=O)(=O)c2ccc(NC(C)=O)cc2)CC1	1%	-1	824	i	50
9	CCOC(=O)C1=C(C)N=c2s/c(=C/c3ccc(OCC(=O)O)cc3)c(=O)n2C1c1ccc(OC)cc1OC (stereo not drawn)	-12%	0	785	i	22
10	CCOc1ccc(CNC(=O)CCS(=O)(=O)c2ccc3c(c2)NC(=O)CO3)cc1OC	5%	8	823	i	14
11	O=C(NC1CCCN(Cc2ccc(Cl)cc2)C1)c1ccnc(Cl)c1 (stereo not drawn)	0%	-9	792	i	60
12	CC(=O)N1CC(C)Sc2ccc(S(=O)(=O)NCc3ccc(F)cc3)cc21 (stereo not drawn)	-2%	-9	737	i	45
13	C#CCOc1ccc(Cl)cc1/C=C1/C(=O)ON=C1C	7%	-5	839	i	29
14	Cc1ccc(-c2nc(CS(=O)(=O)CC(=O)NCCN3CCCC3)c(C)o2)cc1	-5%	8	757	i	19
15	CCOC(=O)N1CCN(C(=O)Cc2ccccc2OC)CC1	-5%	1	798	i	41

More results
cpd	Structure	Salmonella PhoP GFP	Hep lipid drop	Hep lipid drop cells 6.5 µM	T cell modulator	T cell modulator vesicle-bound %
16	COc1nc(C)cc(C)c1S(=O)(=O)c1ccccc1C	-6%	-20	782	i	62
17	Cc1ccccc1N1CCN(C(=O)C2CCC(=O)N(C3CCCC3)C2)CC1 (stereo not drawn)	3%	9	729	i	46
18	CC1CCCCN1S(=O)(=O)c1ccc(S(=O)(=O)N2CCN(C)CC2)cc1 (stereo not drawn)	1%	5	784	i	52
19	CC(=O)NCC(=O)NC1CC(C)(C)Cc2c1cnn2-c1ccccc1 (stereo not drawn)	-1%	9	814	i	54
20	COc1cn(-c2ccccc2)nc1C(=O)Nc1ccc(C)cc1	-17%	5	754	i	34
21	Cc1nc2sccn2c(=O)c1S(=O)(=O)NCCc1ccc(Cl)cc1	-10%	-2	686	i	46
22	C=CCNC(=O)Cn1c(=O)c2c(ncn2CCC(C)C)n(Cc2ccccc2)c1=O	1%	-59	342	i	36
23	CCOc1ccccc1CN1CCN(Cc2c[nH]c3ccccc23)CC1CCO (stereo not drawn)	5%	-2	786	i	58
24	Cc1ccc(-c2nc(CS(=O)CC(=O)NCCCN3CCN(Cc4ccccc4)CC3)c(C)o2)cc1 (stereo not drawn)	-3%	10	716	i	15
25	COC(=O)c1ccccc1NC(=O)c1cccnc1	4%	-2	785	i	63
26	N#Cc1ccc(-c2nc3cc(Cl)ccc3c(=O)n2O)cc1	2%	-1	863	i	11
27	Cc1nc2ccccn2c1C(=O)NNC(=O)Nc1ccccc1	-7%	3	813	i	37
28	O=C(NCC1CCCO1)c1cccc2ccccc12 (stereo not drawn)	0%	-3	783	i	26
29	CCn1cc(CN2CCC(n3nccc3NC(=O)c3cccc(F)c3)CC2)cn1	12%	-18	632	i	34
30	CCc1cc(=O)oc2cc(C)cc(OC(C)C(=O)NCCCN3CCCC3=O)c12 (stereo not drawn)	-1%	-5	687	i	7

Sorted by the number under T cell modulator vesicle-bound % (lowest first): 3 from the list above
item | molecule | T cell modulator vesicle-bound %
30 | CCc1cc(=O)oc2cc(C)cc(OC(C)C(=O)NCCCN3CCCC3=O)c12 (stereo not drawn) | 7
26 | N#Cc1ccc(-c2nc3cc(Cl)ccc3c(=O)n2O)cc1 | 11
18 | CC1CCCCN1S(=O)(=O)c1ccc(S(=O)(=O)N2CCN(C)CC2)cc1 (stereo not drawn) | 52

The list continues:
cpd	Structure	Salmonella PhoP GFP	Hep lipid drop	Hep lipid drop cells 6.5 µM	T cell modulator	T cell modulator vesicle-bound %
31	O=C(NC1CCCCC1)c1ccc(-c2cccc([N+](=O)[O-])c2)o1	5%	-1	787	i	42
32	O=C(O)c1ccc(/C=C2\SC(=S)N(NC(=O)c3ccccc3[N+](=O)[O-])C2=O)cc1	-7%	7	808	i	19
33	O=C(Nc1nccs1)C1CCN(S(=O)(=O)c2ccc(F)cc2)CC1	-6%	1	677	i	56
34	COc1ccc(OCc2nnc(SCC(=O)NC3CC4CCC3C4)o2)cc1 (stereo not drawn)	-2%	-2	860	i	26
35	C=CCN1C(=O)C2(OCCCO2)c2cc(C)ccc21	-6%	-4	823	i	60
36	CC(C)n1c(SCC(=O)NCc2ccco2)nnc1C1CC1	-1%	-13	854	i	7
37	CCOC(=O)CNC(=O)N1CCC(CCC(=O)N(C)Cc2ccccc2)CC1	15%	-15	811	i	60
38	COc1cccc(OC)c1C(=O)Nc1ccc2c(c1)n(C)c(=O)n2C	-3%	-6	838	i	50
39	CCOC(=O)N1CCN(S(=O)(=O)c2ccc(C(=O)N(CCN(CC)CC)c3nc4ccc(C)cc4s3)cc2)CC1	10%	-9	793	i	55
40	COC(=O)COc1ccc(S(=O)(=O)Nc2ccc3c(c2)OCCO3)cc1C	2%	-3	817	i	68
41	Cc1cc(=O)n2nc(N3CCC(C(=O)Nc4cccc(Cl)c4C)CC3)sc2n1	3%	24	721	i	39
42	CC(C)CCNC(=O)C1CCN(S(=O)(=O)c2ccc3nc4c(c(C(=O)O)c3c2)CCCCC4)CC1	-11%	-1	714	i	7
43	CNC(=S)NNC(=O)c1cc(-c2cccnc2)nc2ccccc12	-5%	6	653	i	16
44	NC(=O)c1nsc(C(=O)N(c2ccc3c(c2)OCCO3)C(C(=O)NCC2CCCO2)c2ccc(F)cc2)c1N (stereo not drawn)	9%	-5	853	i	9
45	Cc1cccc(N2CC(C(=O)Nc3ccc(S(=O)(=O)N4CCCCC4)cc3)CC2=O)c1C (stereo not drawn)	1%	28	766	i	30

Next part:
cpd	Structure	Salmonella PhoP GFP	Hep lipid drop	Hep lipid drop cells 6.5 µM	T cell modulator	T cell modulator vesicle-bound %
46	Cc1oc(/N=C/c2ccccc2)c(C#N)c1C	4%	3	844	i	48
47	CCCOc1cccc(C(=O)NCCNC(=O)c2ccccn2)c1	3%	6	790	i	14
48	O=C(Nc1ccc(F)cc1)C1CCN(C(=O)NCc2ccccc2)CC1	-2%	-12	695	i	15
49	CN1CCN(CC(=O)Nc2sc3c(c2C(=O)Nc2ccccc2)CCCC3)CC1	-1%	12	709	i	67
50	C=C(C)COc1ccc(-c2ncncc2-c2ccc(Br)cc2)c(O)c1	7%	-19	805	i	43
51	O=C(N[C@H](Cc1cc(=O)[nH]c2ccccc12)C(=O)O)c1ccc(Cl)cc1	14%	0	873	i	36
52	Cc1ccc(C)c(CN2C(=O)CSc3ccc(C(=O)N4CCCC4)cc32)c1	-2%	-37	821	i	12
53	CCN(CC)c1ccc(Nc2nc(Cl)ncc2Br)cc1	4%	-42	798	i	52
54	CCC(C)Nc1nc(-c2c[nH]c3ccccc23)cs1 (stereo not drawn)	1%	-9	815	i	32
55	COc1ccc(NC(=O)C2CCN(C(=O)[C@@H]3Cc4ccccc4CN3C(=O)OC(C)(C)C)CC2)cc1	-11%	-2	758	i	21
56	COc1ccc(Nc2nc(-c3cccc(OC)c3O)nc3ccccc23)cc1	4%	50	820	i	10
57	COc1ccc(C2=NN(C(=O)c3ccncc3)C(c3ccccc3O)C2)cc1 (stereo not drawn)	-5%	-4	784	i	32
58	Cc1nc(C(=O)N2CCCC(Nc3ccc(C)c(C)c3)C2)cs1 (stereo not drawn)	9%	-7	670	i	49
59	CC(CC(=O)Nc1ccc(F)cc1F)S(=O)(=O)c1ccc2c(c1)NC(=O)CO2 (stereo not drawn)	-5%	0	701	i	26
60	CC1CCCCN1C(=O)c1c(Cl)cnn1C (stereo not drawn)	-3%	9	715	i	12

Carrying on:
cpd	Structure	Salmonella PhoP GFP	Hep lipid drop	Hep lipid drop cells 6.5 µM	T cell modulator	T cell modulator vesicle-bound %
61	Cc1ccc(C)c(OCc2cc(C(=O)N3C[C@@H](C)O[C@@H](C)C3)no2)c1	0%	24	786	i	11
62	CCC(=O)c1cn(CC(=O)Nc2ccccc2F)c2ccccc12	-1%	3	763	i	42
63	O=C(Nc1ccccc1O)c1cccc(NC(=O)c2ccco2)c1	3%	2	776	i	28
64	CC(C)c1ccccc1OCC(=O)Nc1ccccc1C(=O)N1CCOCC1	3%	-15	837	i	68
65	O=C(COc1ccc(Cl)cc1)NN=C1CCCCCCC1	0%	-4	797	i	22
66	COc1ccc(N2CCN(CCCNC(=O)CCC(=O)N3CCOc4ccc(Cl)cc43)CC2)cc1	0%	-2	645	i	32
67	CCCN(CCC)Cc1c(C(=O)N/N=C/C(C)=C\c2ccco2)nnn1-c1nonc1N	-5%	-36	823	i	17
68	O=C(Nc1ccc2[nH]c(=O)[nH]c2c1)c1ccc(Br)o1	0%	4	846	i	8
69	CN(C)c1ccc(C(C(=O)NCC2CCCO2)N(C(=O)c2snc(C(N)=O)c2N)c2ccccc2)cc1 (stereo not drawn)	-4%	-2	763	i	18
70	COc1ccc(COc2ncnc3ccc(Br)cc23)cc1F	10%	-1	798	i	21
71	COc1cccc(NC(=O)CSc2nc3ccccc3c(=O)n2CCCC(=O)NCC2CCCO2)c1 (stereo not drawn)	1%	-21	681	i	27
72	CCC(=O)N1CCN=C1SCc1cccc(C(F)(F)F)c1	-6%	-11	713	i	26
73	Cc1cccc(CSCc2ccc(C(=O)O)o2)c1	-9%	-62	542	i	29
74	CC1(c2ccc(NC(=O)c3ccccc3F)cc2)CC1(Cl)Cl (stereo not drawn)	-2%	0	800	i	24
75	Cc1cccn2c(=O)c(/C=C(\C#N)C(=O)NC3CCS(=O)(=O)C3)c(Oc3ccc(F)cc3)nc12 (stereo not drawn)	0%	4	822	i	44

7 records drawn at random from those above:
cpd	Structure	Salmonella PhoP GFP	Hep lipid drop	Hep lipid drop cells 6.5 µM	T cell modulator	T cell modulator vesicle-bound %
71	COc1cccc(NC(=O)CSc2nc3ccccc3c(=O)n2CCCC(=O)NCC2CCCO2)c1 (stereo not drawn)	1%	-21	681	i	27
64	CC(C)c1ccccc1OCC(=O)Nc1ccccc1C(=O)N1CCOCC1	3%	-15	837	i	68
65	O=C(COc1ccc(Cl)cc1)NN=C1CCCCCCC1	0%	-4	797	i	22
73	Cc1cccc(CSCc2ccc(C(=O)O)o2)c1	-9%	-62	542	i	29
75	Cc1cccn2c(=O)c(/C=C(\C#N)C(=O)NC3CCS(=O)(=O)C3)c(Oc3ccc(F)cc3)nc12 (stereo not drawn)	0%	4	822	i	44
66	COc1ccc(N2CCN(CCCNC(=O)CCC(=O)N3CCOc4ccc(Cl)cc43)CC2)cc1	0%	-2	645	i	32
63	O=C(Nc1ccccc1O)c1cccc(NC(=O)c2ccco2)c1	3%	2	776	i	28

Other results follow.
cpd	Structure	Salmonella PhoP GFP	Hep lipid drop	Hep lipid drop cells 6.5 µM	T cell modulator	T cell modulator vesicle-bound %
76	Cc1cc(C)cc(NC(=S)N2CCN(S(C)(=O)=O)CC2)c1	8%	-16	768	i	12
77	CCN1CCN(CCC(=O)Nc2cccc(C)c2)CC1	3%	3	831	i	68
78	CC1CCCCN1C(=O)CNCc1ccc(F)cc1 (stereo not drawn)	3%	0	809	i	30
79	Cc1ccc(C(=O)NCCONC(=O)c2ccc(C)cc2)cc1	-3%	0	840	i	22
80	C=CCSc1nsc(NC(=O)Nc2cccc(C(C)=O)c2)n1	-6%	-6	807	i	62
81	COc1ccc(/C=C2\SC(=Nc3ccccc3)NC2=O)cc1	-5%	2	807	i	54
82	Cc1cc(CNC(=O)C2CCC(=O)N(CCc3ccc(Cl)cc3)C2)no1 (stereo not drawn)	9%	0	840	i	61
83	CCn1c(CNC(=O)c2ccc(F)cc2)cc2ccccc21	-1%	-4	810	i	25
84	CC(=O)c1c(C)[nH]c(C(=O)N2CCCC(C)C2)c1C (stereo not drawn)	4%	0	806	i	62
85	CCN1CCN(Cc2c(O)ccc3c(C)cc(=O)oc23)CC1	-4%	17	824	i	34
86	CCN1CCCC1CNC(=O)CN(C)S(=O)(=O)c1ccc(Cl)cc1 (stereo not drawn)	4%	17	745	i	19
87	O=C(c1cc2ccccc2cc1O)N1CCN(c2ccccn2)CC1	-1%	-1	873	i	14
88	COc1cc(/C=N/NC(=O)c2cccc(N3CCCC3=O)c2)ccc1O	9%	-2	802	i	20

Compound activity deposited in PubChem by several laboratories.
